# H9c2 TAG inh: inhibitors of triacylglycerol accumulation; H9c2 cells, Nile Red lipid (TAG) fluorescence; cells loaded with 200 µM oleic acid; inhibition, % at 12.5 µM; 230,000 compounds, 0.66% hits;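 active = pattern-corrected inhibition of lipid staining of at least 50% with the nuclear-stain viability signal not falling by more than 50%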;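 also: 0% = DMSO wells and 100% = triacsin C control wells; some results filed as inactive read as strong as hits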
# H9c2 TAG inh DAPI viability: recorded beside H9c2 TAG inh, whose call it bears; DAPI nuclei signal change (viability), lower = more cytotoxic, %;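 whole-well DAPI fluorescence read on a plate reader as a viability signal; minus 50 percent equals half of cells still viable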
# The depositor's hits bear a star; i = inactive. This is a subset, so the mix of outcomes need not match the whole.
SMILES,H9c2 TAG inh,H9c2 TAG inh DAPI viability
CN1CCN(c2nc3c(c(=O)n(C)c(=O)n3C)n2Cc2ccc(F)cc2)CC1,-2,-3
Cc1ccc(-n2c(N)c(C(=O)NCc3ccco3)sc2=S)cc1,-7,-1
COC(=O)NC(C)N1C(=O)C2C3C=CC(C3)C2C1=O (stereo not given),18,1
COc1ccc(NS(=O)(=O)c2cc(NC(=O)COc3ccccc3)ccc2N2CCOCC2)cc1,-10,4
COc1ccc2c(c1)c(C(=O)CN1CCCCC1)c(C)n2C,24,-9
Cc1cccc(NC(=O)c2nc[nH]c2C(=O)Nc2ccccc2[N+](=O)[O-])c1,20,-4
Cc1cc(C)n2nc(SCC(=O)NC(=O)NCc3ccco3)nc2n1,4,-1
Cc1ccc(S(=O)(=O)/N=C(/Nc2nc(C)cs2)c2ccccc2)cc1,-25,-1
COC(=O)C1=C(N)OC2=C(C(=O)CCC2)C1c1ccccc1OC (stereo not given),0,-1
COc1cccc(Nc2nc3cc(C)ccc3cc2C)c1,3,9
CC(=O)O/N=C1\C(=O)N(Cc2ccc(C)cc2)c2ccccc21,-34,-3
CC(C(=O)NC1CCCC1)N(Cc1ccc2c(c1)OCO2)C(=O)c1snc(C(N)=O)c1N (stereo not given),8,13
C/C(=N/NC(=O)C(O)(c1ccccc1)c1ccccc1)c1ccc([N+](=O)[O-])o1,-2,-8
CCc1nnc(NC(=O)C2=CCN(S(=O)(=O)c3ccccc3)CC2)s1,9,-4
CS(=O)(=O)N1CC(C(=O)NN)Oc2ccc(Cl)cc21 (stereo not given),5,18
Cc1ccc(-c2noc(CCC(=O)Nc3cccc(C(=O)NC4CC4)c3)n2)cc1,-7,1
O=C(CCc1nc2ccccc2c(=O)[nH]1)N1CCN(S(=O)(=O)c2cccc(F)c2)CC1,13,4
Cc1ccc(NC(=O)COC(=O)c2ccc(S(=O)(=O)N3CCCC3)cc2)cc1,8,-6
Nc1cnccc1Oc1cccc(C(F)(F)F)c1,7,-7
Cc1ccccc1-c1nc(SCc2ccccn2)c2c(=O)n(C)c(=O)n(C)c2n1,2,0
COc1ccc(NC(=O)C2=Cc3ccccc3OC2)cc1,-13,-2
CC1Cc2ccccc2N1C(=O)CNc1ccccc1N1CCCCC1 (stereo not given),-9,-4
Cc1ccc(CCc2nnc(SCC(=O)Nc3ccccc3Cl)n2-c2ccccc2)o1,3,-13
Cc1ccc(CN=c2c([N+](=O)[O-])nn(-c3cccc(Cl)c3)n2O)cc1,-4,11
C#CCN(C(=O)C1CCC(=O)N(CCc2cccc(F)c2)C1)C1CCCCC1 (stereo not given),-9,-7
Cc1nnc(NC(=O)CSc2nccn2Cc2ccc(F)cc2)s1,8,-6
O=C(O)C1CC(=O)N(CCc2ccc(F)cc2)C1 (stereo not given),2,-1
CC(=O)Nc1ccccc1C(=O)C(=O)Nc1ccc(C(=O)N2CCOCC2)cc1,-6,11
Cc1nc2ccccc2nc1-c1ccc([N+](=O)[O-])cc1,-15,6
CC1CCN(C(=O)c2ccc3c(c2)OCO3)CC1,-4,5
O=C(COc1cccc2ccccc12)N1c2ccccc2CCc2ccccc21,-3,0
Cc1ccc(C(C)CCN2CCC(n3nccc3NC(=O)c3ccccc3)CC2)o1 (stereo not given),4,0
Cc1ccc(-n2ncc3c2CCCC3NC(=O)c2cnccn2)cc1C (stereo not given),-33,0
Cc1ccc(C(=O)COC(=O)CNC(=O)Cc2ccccc2)cc1[N+](=O)[O-],-2,2
COc1cc(S(=O)(=O)N(Cc2cccc(OC)c2OC)CC2CCCO2)ccc1-n1cnnn1 (stereo not given),-1,1
COc1cc(COc2ccc(S(=O)(=O)N3CCOCC3)cc2[N+](=O)[O-])ccc1OC(F)F,1,-2
O=S(=O)(Nc1ccc2cn[nH]c2c1)c1ccc(Cl)s1,6,-10
O=C(Nc1ccc(Cl)cc1)c1nc[nH]c1C(=O)NCCN(CCNC(=O)c1[nH]cnc1C(=O)Nc1ccc(Cl)cc1)CCNC(=O)c1[nH]cnc1C(=O)Nc1ccc(Cl)cc1,117,-61
COc1ccc(CN(CC(=O)NCc2ccccc2)C(=O)c2csnn2)cc1,31,-29
CSc1cc(-c2ccco2)oc1C(=O)c1ccco1,-4,1
Cc1ccccc1-c1cccc([C@@H]2C[C@H]3[C@H](CON3C)CN2Cc2ccccc2)c1,-26,1
Cc1cc(C)c(C)c(S(=O)(=O)N2CCN(C(=O)CNC(=O)c3ccco3)CC2)c1C,14,-1
c1ccc2c(c1)OCC(c1csc3ncnc(N4CCCC4)c13)O2 (stereo not given),0,-6
Nc1ccc2c(c1Br)Cc1ccccc1-2,-2,2
COc1ccc(C(=O)NN=C2CCCC2)cc1OC,11,-1
Fc1ccc(CNc2ccccn2)cc1,-5,-5
O=C1OCCN1C(=O)[C@H]1[C@H](c2ccccc2)C(c2ccc(F)cc2)=NN1c1ccccc1,-9,19
O=C(NCc1ccco1)c1ccc(-c2csnn2)cc1,7,0
CC(C)CCc1noc(CN(C)CC2CCN(Cc3ccccc3)CC2)n1,-6,17
C#Cc1ccc([C@H]2C=C(C(=O)O)O[C@@H](OCc3ccc(CO)cc3)C2)cc1,2,8
Cc1cc(/C=N/n2cnnc2)c(C)n1-c1ccccc1,-1,-1
CCOc1ccccc1N(CC(=O)N1CCN(Cc2ccccc2)CC1)S(=O)(=O)c1ccccc1,-51,-9
c1ccc(OCCN2C3=NCCN3c3ccccc32)cc1,1,5
CC(=O)NC1(c2cccc(F)c2)CCN(CC(=O)NC(C)C)CC1,3,-5
CC(C)Cc1cc(C(=O)N2CCCC(CCC(=O)N(C)CCc3ccccn3)C2)no1 (stereo not given),16,-6
O=C(CN1CCN(Cc2ccc(Cl)cc2)CC1)N/N=C/C=C/c1ccccc1[N+](=O)[O-],-14,20
O=C(Nc1ccc2ccccc2c1)c1ccccc1F,-2,-4
CC(C)Oc1cc(F)ccc1-c1cc(C(=O)Nc2ccccc2)[nH]n1,-1,8
O=C(C[C@H]1C[C@H](C(=O)N2CCCCC2)[C@@]2(CCc3ccccc3)c3[nH]c4ccc(Cl)cc4c3CCN2C1=O)NCc1ccco1,35,-9
COc1cc2c(cc1CNC[C@H]1O[C@@H](n3cnc(C(N)=O)n3)[C@H](O)[C@@H]1O)OCO2,-7,-5

# Gathered by group, the compounds so far with a thiophene ring, fused or not
SMILES,H9c2 TAG inh,H9c2 TAG inh DAPI viability
O=S(=O)(Nc1ccc2cn[nH]c2c1)c1ccc(Cl)s1,6,-10
c1ccc2c(c1)OCC(c1csc3ncnc(N4CCCC4)c13)O2 (stereo not given),0,-6

# The list continues:
SMILES,H9c2 TAG inh,H9c2 TAG inh DAPI viability
C#CCOCCOCCOCCNc1nc(N2CCN(C(=O)CCCCCCCCCCNC(=O)[C@H](CCCCN)n3cc(CCO)nn3)CC2)nc(N2CCN(C(=O)CCCCCCCCCCNC(=O)[C@H](CCCCN)n3cc(CCO)nn3)CC2)n1,-19,15
COc1ccc(N(CC(=O)Nc2ccc3c(c2)OCCO3)S(C)(=O)=O)c(OC)c1,-9,6
O=C1CC2(CCCCCC2)Oc2ccccc21,-7,6
O=C(N/N=C/c1cccc2nccnc12)c1ccccc1O,24,-1
O=C(NCCN1CCOCC1)c1cc2ccccc2o1,-16,-6
Cc1cccnc1CNC(=O)C1(C)CCCN1CC(C)C (stereo not given),-4,9
CCOC(=O)Cc1c(C)nc2c(-c3ccc(Cl)cc3)cnn2c1C,4,12
COc1ccccc1NC(=O)CSc1nnc2ccc(-c3ccccn3)nn12,11,-2
CCCn1c(C2CCCN2c2nc(-c3cccc(Br)c3)cs2)nc2ccccc21 (stereo not given),-1,3
COc1ccccc1-n1c(SCC(=O)N2CCOCC2)nc2cccnc21,25,-6
COC(=O)c1ccc(NC(=S)Nc2ccc(O)cc2)cc1,-3,16
C[C@@H](C(=O)Nc1ccc2ccccc2c1)[C@@H]1C[C@@]1(C)[C@@H](NC(=O)OCc1ccccc1)c1ccccc1,13,i
S=C1NCCOCCOCCNC(=S)N2CCOCCOCCN1CCOCCOCC2,5,0
Cc1cc(OCC(=O)NCCCN2CCOCC2)cc(C)c1Cl,5,3
O=C(N[C@H]1C/C=C\C[C@H](CC(=O)N(CCO)Cc2ccccc2)C(=O)NC[C@H](c2ccccc2)OC1=O)OCC1c2ccccc2-c2ccccc21,-37,5
Cc1cc(C(=O)CCC(=O)Nc2ncccc2C)c(C)s1,5,-3
COc1ccccc1CNS(=O)(=O)CCNC(=O)c1ccccc1,-12,1
C[C@@H]1CN([C@@H](C)CO)S(=O)(=O)c2ccc(Br)cc2O[C@H]1CN(C)C(=O)C1CCOCC1,11,0
O=C(NCc1ccc(F)cc1)Nc1nnc([C@@H]2C[C@H](O)[C@@H](CO)O2)s1,1,-2
O=C(O)CCN1CCN(S(=O)(=O)c2ccc3ccccc3c2)CC1,-11,0
CCCNC(=O)N1CCN(C(=O)NCCC)CC1,-20,5
CCn1c(/C=N/NC(=O)c2ccc(OC)cc2)nc2ccccc21,14,6
COCCNC(=O)C1(C)CCCN(CCS(=O)(=O)c2ccc(C)cc2)C1 (stereo not given),-7,9
COc1ccc(C(=O)NC(=S)N2CCC(C)CC2)cc1,-11,20
O=c1[nH]c(Cc2ccccn2)nc2scc(-c3ccc(Cl)cc3)c12,5,2
CCN(CC(=O)Nc1ccc(Br)cc1F)CC(=O)NC1CCS(=O)(=O)C1 (stereo not given),-30,-1
CC(=O)Nc1ccc(NC(=O)Cc2sc(-c3cccnc3)nc2-c2ccc(C)cc2)cc1,17,-3
Cc1nc(SCc2nc3ccc(F)cc3[nH]2)c2oc3ccccc3c2n1,0,-6
C[C@H](CO)N1C[C@H](C)[C@H](CN(C)C(=O)Cc2ccncc2)Oc2ncc(Br)cc2C1=O,-7,4
Cc1nc(CS(=O)c2ccccc2)cc(N2CCOCC2)n1 (stereo not given),-10,7
N=C1S/C(=C\c2ccc(O)cc2)C(=O)N1c1ccc(F)cc1,-1,-7
CCOC(=O)C1CCN(C(=O)CN(c2ccc(Cl)c(C(F)(F)F)c2)S(C)(=O)=O)CC1,-24,7
CC(=O)Nc1ccc(CN2CCCC(CO)(Cc3cccc(Cl)c3)C2)cc1 (stereo not given),10,-1
COCCn1c(=O)[nH]c2cc(C(=O)NCc3ccccc3)ccc2c1=O,-5,3
COc1cc(N2CCCC2)c(OC)cc1/C=C(/C#N)c1ccc(F)cc1,-13,-6
CCN1C(=O)[C@H]2[C@@H](c3ccc(-c4ccccc4)c(OC)c3)N[C@@](CC(C)C)(C(=O)OC)[C@H]2C1=O,57*,-11*
COc1ccc(CNC(=O)C(C#N)c2nc3ccccc3nc2N2CCN(C)CC2)cc1 (stereo not given),-6,10
Cc1cc(NC(=O)CSCc2ccc([N+](=O)[O-])cc2)no1,-11,14
CCC(C)[C@H]1CNC(=S)N1CCC12CC3CC(CC(C3)C1)C2 (stereo not given in full),-17,3
CCc1cccc(C)c1NC(=O)C(c1ccccc1)N1CCC1=O (stereo not given),17,0
COCCC(=O)N1CCC(Oc2ccc(C(=O)N3CCC[C@H]3CO)cc2)CC1,4,3
O=C(c1ccco1)N1CCN(Cc2csc(-c3ccccc3Cl)n2)CC1,-3,-1
Cc1ccc(NC(=O)C(C)Sc2nnc(C3CC3)n2C2CC2)cc1S(=O)(=O)N1CCOCC1 (stereo not given),3,2
CCC(=O)N1CCc2cc(Br)cc(S(=O)(=O)CCC(=O)NCCOC)c21,-10,15
C=C(C)CC(c1ccccc1)N(C(C)=O)c1ccco1 (stereo not given),2,-16
COc1cccc(C(=O)N(CN2CCCC2=O)c2ccccc2OC)c1,7,-3
COc1ccc(C2CC(c3cccs3)=NN2C(=O)CSC2=NCCS2)cc1 (stereo not given),27,0
CCCC(CCC)C(=O)Nc1ccncc1,-12,-1

# Molecules from the list above that have an aryl methoxy group (21):
SMILES,H9c2 TAG inh,H9c2 TAG inh DAPI viability
COc1ccc(NS(=O)(=O)c2cc(NC(=O)COc3ccccc3)ccc2N2CCOCC2)cc1,-10,4
COc1ccc2c(c1)c(C(=O)CN1CCCCC1)c(C)n2C,24,-9
COC(=O)C1=C(N)OC2=C(C(=O)CCC2)C1c1ccccc1OC (stereo not given),0,-1
COc1cccc(Nc2nc3cc(C)ccc3cc2C)c1,3,9
COc1ccc(NC(=O)C2=Cc3ccccc3OC2)cc1,-13,-2
COc1cc(S(=O)(=O)N(Cc2cccc(OC)c2OC)CC2CCCO2)ccc1-n1cnnn1 (stereo not given),-1,1
COc1cc(COc2ccc(S(=O)(=O)N3CCOCC3)cc2[N+](=O)[O-])ccc1OC(F)F,1,-2
COc1ccc(CN(CC(=O)NCc2ccccc2)C(=O)c2csnn2)cc1,31,-29
COc1ccc(C(=O)NN=C2CCCC2)cc1OC,11,-1
COc1cc2c(cc1CNC[C@H]1O[C@@H](n3cnc(C(N)=O)n3)[C@H](O)[C@@H]1O)OCO2,-7,-5
COc1ccc(N(CC(=O)Nc2ccc3c(c2)OCCO3)S(C)(=O)=O)c(OC)c1,-9,6
COc1ccccc1NC(=O)CSc1nnc2ccc(-c3ccccn3)nn12,11,-2
COc1ccccc1-n1c(SCC(=O)N2CCOCC2)nc2cccnc21,25,-6
COc1ccccc1CNS(=O)(=O)CCNC(=O)c1ccccc1,-12,1
CCn1c(/C=N/NC(=O)c2ccc(OC)cc2)nc2ccccc21,14,6
COc1ccc(C(=O)NC(=S)N2CCC(C)CC2)cc1,-11,20
COc1cc(N2CCCC2)c(OC)cc1/C=C(/C#N)c1ccc(F)cc1,-13,-6
CCN1C(=O)[C@H]2[C@@H](c3ccc(-c4ccccc4)c(OC)c3)N[C@@](CC(C)C)(C(=O)OC)[C@H]2C1=O,57*,-11*
COc1ccc(CNC(=O)C(C#N)c2nc3ccccc3nc2N2CCN(C)CC2)cc1 (stereo not given),-6,10
COc1cccc(C(=O)N(CN2CCCC2=O)c2ccccc2OC)c1,7,-3
COc1ccc(C2CC(c3cccs3)=NN2C(=O)CSC2=NCCS2)cc1 (stereo not given),27,0

# Screening data from PubChem.
